Bioassay records deposited in PubChem by National Center for Advancing Translational Sciences (NCATS).
ERG-DNA inh = qHTS for Small Molecule Inhibitors of the ERG Ets/DNA interaction | hit rate 0.028% among 370,000 | Potency, µM (highest dose often 76.9 µM), without a hit: at the top dose FP activity, negative = inhibition, most hits filed as inhibitors | fluorescence polarization, His-ERG Ets domain / labelled DNA | AID 624246, 2012 | Transcriptional regulator ERG (Homo sapiens), P11308; active = well fitted inhibition curve with a large enough effect in the polarisation, with a control signal flat; inconclusive = small, poorly fitted or top-dose-only effect, or effect the other way, or a change in a side signal; inactive = no such curve, though single readings can be large or run the other way; the % refers to the polarisation;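 also: polarization taken with two DNA probes labelled with fluorescein and Texas red; potency is read from the fitted curve at half-maximal effect; % of control where 0% means no effect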
Target sequence (P11308 whole entry, looked up, the tested form may be a part): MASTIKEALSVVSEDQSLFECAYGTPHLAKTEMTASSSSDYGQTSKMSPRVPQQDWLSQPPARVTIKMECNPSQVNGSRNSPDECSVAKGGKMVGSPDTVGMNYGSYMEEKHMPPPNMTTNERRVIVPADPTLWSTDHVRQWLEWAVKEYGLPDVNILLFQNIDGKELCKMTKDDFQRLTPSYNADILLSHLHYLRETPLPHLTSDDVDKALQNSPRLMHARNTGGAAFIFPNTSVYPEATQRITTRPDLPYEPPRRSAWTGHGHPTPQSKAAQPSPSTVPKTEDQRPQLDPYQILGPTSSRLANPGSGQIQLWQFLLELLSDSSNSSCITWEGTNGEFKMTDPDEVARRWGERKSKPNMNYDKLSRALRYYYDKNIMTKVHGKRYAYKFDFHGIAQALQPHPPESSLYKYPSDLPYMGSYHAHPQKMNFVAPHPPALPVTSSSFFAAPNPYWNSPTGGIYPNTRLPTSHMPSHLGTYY
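His-tagged ERG Ets domain (1 uM in the protein solution; 300mM KCl, 50mM Tris-HCl, 1mM EDTA, 1mM DTT, pH 7.5) received compound, then a probe mix of 5 nM fluorescein-DNA and 100nM Texas-615-DNA. Fluorescence polarization was read for both dyes.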
Pol beta inh = qHTS Assay for Inhibitors of DNA Polymerase Beta; Pol beta primer extension/strand displacement, fluorescence kinetic; Potency, µM (highest dose often 114 µM), for inactives: at the highest dose activity change, negative = inhibition, usual class: inhibitors; hit rate 1.3% among 340,000; AID 485314, 2010; also: potency is read from the fitted curve at half-maximal effect; % is scaled to controls: 0 for no effect and ±100 for the full control effect
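10 nM enzyme + cpd, 15 min RT; start with substrate 50 nM final; read 0 min and after 10 min RT. Corrected, normalized data; 4-parameter Hill curve fit.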
BLM inh = qHTS Assay for Inhibitors of Bloom's syndrome helicase (BLM); recombinant BLM DNA unwinding, fluorescence dequenching; Potency, µM (doses to about 56.1 µM), without a hit: at the highest dose activity change, negative = inhibition, usual class: inhibitors; hit rate 0.2% among 350,000; AID 2528, 2010;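 also: potency is read from the fitted curve at half-maximal effect; plate controls were vehicle for no effect and no enzyme for full effect; nearly all actives have a fitted effect of over 35% in size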
Pol kappa inh = qHTS for Inhibitors of Polymerase Kappa | purified Pol kappa, fluorescent DNA synthesis assay, 10 min | Potency, µM (doses to about 107 µM), inactives show top-dose activity, negative = inhibition, hits mostly inhibitors | hit rate 0.53% among 400,000 | AID 588579, 2011; also: potency is read from the fitted curve at half-maximal effect; % is scaled to controls: 0 for no effect and ±100 for the full control effect
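Inhibition of 10 nM Pol kappa is measured by a fluorescent read-out at 0 and 10 min following addition of 50 nM substrate (final), with a 15-min room-temperature compound preincubation.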
Pol iota inh = qHTS for Inhibitors of Polymerase Iota | Pol iota fluorescent replication assay, 10 min | hit rate 1% among 390,000 | Potency, µM (highest dose often 115 µM), for inactives: at the top dose activity, negative = inhibition, most hits filed as inhibitors | AID 588590, 2011 | DNA polymerase iota (Homo sapiens), Q9UNA4; also: potency is read from the fitted curve at half-maximal effect
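Pol iota at 10 nM preincubated 15 min with compounds at room temperature; reaction started with fluorescent substrate, 50 nM final. Fluorescence read kinetically at 0 and 10 min; buffer-only wells as negative control.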
12-LOX inh = Primary qHTS assay for inhibitors of human arachidonate 12S-lipoxygenase (ALOX12): Round 2. Potency, µM (series often up to 108 µM), inactives show top-dose activity change, negative = inhibition, hits mostly inhibitors. hit rate 1.1% among 580,000. Polyunsaturated fatty acid lipoxygenase ALOX12 (Homo sapiens), P18054. purified 12hLO, xylenol orange hydroperoxide absorbance. AID 1671190, 2021; also: potency is read from the fitted curve at half-maximal effect; % is scaled to controls: 0 for no effect and ±100 for the full control effect
Target sequence (P18054 whole entry, looked up): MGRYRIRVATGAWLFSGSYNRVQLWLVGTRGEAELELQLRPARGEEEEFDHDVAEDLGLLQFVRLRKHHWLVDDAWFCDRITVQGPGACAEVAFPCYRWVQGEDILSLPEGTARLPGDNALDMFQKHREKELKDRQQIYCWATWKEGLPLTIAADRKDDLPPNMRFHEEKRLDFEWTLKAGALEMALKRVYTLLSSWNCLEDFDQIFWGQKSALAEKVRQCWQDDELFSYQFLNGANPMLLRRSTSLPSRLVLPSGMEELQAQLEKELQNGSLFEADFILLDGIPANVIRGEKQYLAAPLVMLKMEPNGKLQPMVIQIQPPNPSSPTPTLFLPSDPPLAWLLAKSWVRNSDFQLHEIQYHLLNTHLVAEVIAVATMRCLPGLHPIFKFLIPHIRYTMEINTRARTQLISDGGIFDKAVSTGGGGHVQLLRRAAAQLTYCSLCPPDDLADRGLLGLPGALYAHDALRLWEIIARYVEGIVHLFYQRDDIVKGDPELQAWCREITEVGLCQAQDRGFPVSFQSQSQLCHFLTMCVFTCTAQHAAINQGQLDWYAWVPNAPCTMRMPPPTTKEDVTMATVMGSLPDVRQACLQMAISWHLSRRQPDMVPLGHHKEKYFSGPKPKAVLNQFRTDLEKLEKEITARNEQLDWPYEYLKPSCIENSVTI
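Purified human 12hLO at 150 nM in 25 mM Hepes, 0.01% Triton X-100, pH 7.0, preincubated 15 min at room temperature with compound. Reaction started with 40 uM arachidonic acid, 30 min at room temperature. Hydroperoxide measured by Fe-xylenol orange, 573/405 nm absorbance ratio.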
Anesthetic bind = qHTS Assay for Identification of Novel General Anesthetics; apoferritin/1-aminoanthracene competitive binding, fluorescence; AID 485281, 2010; hit rate 0.074% among 350,000; Potency, µM (titrated, usually from 77.5 µM), inactives show at the highest dose activity change, negative = displacement, actives largely listed as inhibitors; also: potency is read from the fitted curve at half-maximal effect; % is scaled to controls: 0 for no effect and ±100 for the full control effect; nearly all actives have a fitted effect of over 20% in size
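Concentration-response curves derived by four-parameter Hill fitting of normalized fluorescence, where compounds displaced 1-AMA from 10 uM horse apoferritin following a brief 10 min room-temperature incubation; propofol titration acted as positive control.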
TRHR agonist = qHTS for Small Molecule Agonists and Allosteric Enhancers of Human TRH Receptor: Primary Screen for Agonists | activation, % at 2 µM | TRHR cells, calcium flux fluo-8, FDSS agonist mode | hit rate 0.18% among 360,000 | Thyrotropin-releasing hormone receptor (Homo sapiens), P34981; in the data active = activation above about 30%; also: 0% is about no effect
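Steps: seed TRHR cells overnight; add fluo-8 no-wash Ca dye, RT 30 min–1.5 h; record 10 s baseline; pin-transfer compounds; monitor fluorescence 1 cycle/s for the agonist window. Calcium increases flag candidate agonists.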
APE1 inh = qHTS Assay for Inhibitors of the Human Apurinic/apyrimidinic Endonuclease 1 (APE1); AID 2517, 2012; recombinant APE1, TAMRA/BHQ-2 abasic DNA cleavage fluorescence; DNA repair nuclease/redox regulator APEX1 (Homo sapiens), P27695; Potency, µM (titrated, usually from 65.8 µM), without a hit: at the top dose activity change, negative = inhibition, usual class: inhibitors; hit rate 0.35% among 350,000;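 also: potency is read from the fitted curve at half-maximal effect; plate controls were vehicle for no effect and reference inhibitor for full effect; nearly all actives have a fitted effect of over 55% in size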
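Measures dequenching upon AP-site incision of a 5'-TAMRA/3'-BHQ-2 THF-containing duplex, 50 nM; human APE1 0.75 nM after 15 min room-temperature exposure to compound; kinetic three-point read at one-minute spacing.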
Numbers without * were called inactive; ? = inconclusive; . = not tested or not shown; & = joins results of further samples; [ ] = remark or other dose. Unless noted, calls follow the shape of the dose curve; as a rule, active = well fitted curve in the direction sought with a large enough effect; inconclusive = small, poorly fitted or top-dose-only effect, or another doubt; inactive = no such curve, though single readings can be large; an effect the other way counts as inactive or inconclusive. A portion of the library; count on the stated rates, not on these rows.

SMILES	ERG-DNA inh	Pol beta inh	BLM inh	Pol kappa inh	Pol iota inh	12-LOX inh	Anesthetic bind	TRHR agonist	APE1 inh
COc1ccc(OC)c(CNC(=O)C(C)n2c(C)c3cnn(-c4ccccc4)c(=O)c3c2C)c1 (stereo not given)	3%	-8%	2%	-11%	6%	-10%	-8%	-2.6	.
COc1ccc(C2CC(c3ccccc3)=NN2C(=O)CSc2nnnn2-c2cccc(C)c2)cc1 (stereo not given)	-9%	.	.	-5%	0%	-7%	.	.	.
COc1cccc(C(C(=O)NC2CCCCC2)N(CCN2CCOCC2)C(=O)C2COc3ccccc3O2)c1 (stereo not given)	3%	41%	-1%	-12%	103%[activator]	26%	-5%	-0.9	13%
CSc1c(-c2ccccn2)c(N)nn1C(=O)C1CCC1	6%	-6%	-12%	-5%	65%[activator]	4%	-6%	0.1	18%
COc1ccccc1CCNC(=O)c1cccc(S(=O)(=O)N2CCc3ccccc3C2)c1	1%	.	.	-16%	4%	-1%	.	0.4	-13%
CCOC(=O)c1c(C2CC2)csc1NC(C)=O	1%	0%	-2%	-6%	7%	5%	1%	-1.5	-1%
CC(C)(C)OC(=O)N[C@H](Cc1ccccc1)C(=O)N1CCC[C@@H]1C(=O)O	-2%	8%	-4%	-4%	13%	?	10%	1.3	4%
C=CCNC(=O)C1CCC(C(=O)NCC=C)CC1 (stereo not given)	4%	40%	-3%	5%	46%[activator]	-7%	-2%	1.5	3%
CN(C)CCNS(=O)(=O)c1ccc2c3c(cccc13)C(=O)N2	10%	4%	1%	-4%	32%[activator]	-17%	498%[activator]	1.0	5%
O=C(NC(=S)Nc1cc(S(=O)(=O)N2CCOCC2)ccc1N1CCOCC1)C1CCCC1	.	81%[activator]	-3%	.	.	.	-7%	-0.3	-4%
CC(=O)N1CCCc2cc(S(=O)(=O)N3CCC(C(=O)NC4CCCCC4)CC3)ccc21	0%	10%	-12%	-10%[60.1 µM]	11%	1%	8%	0.0	.
CC(C)CNC(=O)c1ccccc1NC(=O)c1ccccc1N(C)S(C)(=O)=O	6%	?	-2%	11%	11%	-6%	17%	0.1	1%
COc1ccc(/C=C/c2c(-c3ccc(OC)cc3)oc3ccc(-c4ccc(OC)cc4)cc23)cc1	3%	6%	3%	11%	23%	-24%	-1%	0.2	13%
CCC(=O)Nc1cccc(-c2nnc(-c3ccccc3)o2)c1	-15%	.	.	-1%	-10%	9%	.	.	.
COc1ccc(N2CCN(C(=O)c3ccc(SC)cc3OC)CC2)cc1	-3%	31%	-7%	-3%	34%[activator]	-1%	-9%	-1.1	-9%
COc1ccc(CCNC(=O)CC2SC(=NCc3ccccc3OC)NC2=O)cc1 (stereo not given)	4%	-1%	1%	-11%	-27%	-11%	?	0.1	6%
Cc1cc(=O)oc2c(C)c(OCC(=O)c3ccccc3)ccc12	11%	89%	-6%	-1%	16%	4%&1%	-6%	-0.4	-1%
COc1ccc(CNC(=O)C2CCCN(C(=O)Nc3ccc(OC)cc3)C2)cc1 (stereo not given)	-7%	18%	0%	2%	11%	-6%	-11%	-0.8	41%[12.4 µM]
COc1ccccc1NC(=O)CCSc1nc(C)cc(C)n1	9%	-4%	-2%	-18%	54%[activator]	-10%	-4%	0.6	-4%
COc1ccc(/C=C(\NC(=O)c2ccc(C)cc2)C(=O)NCCCn2ccnc2)cc1OC	6%	12%	-2%	-14%	61%[activator]	-1%	-3%	0.0	22%
COc1ccc(NC(=O)CN(c2cc(C)cc(C)c2)S(=O)(=O)c2c(C)noc2C)cc1	-3%	-15%	-5%	4%	17%	-14%	-10%	0.2	2%
COc1ccccc1C(=O)NC(CCSC)C(=O)OC(C)C(N)=O (stereo not given)	-6%	0%	0%	-7%	62%[activator]	0%	-3%	-0.6	-1%
O=C(CSc1nccc(=O)[nH]1)Nc1ccc(F)c(Cl)c1	-6%	-3%	-1%	2%	-16%[58.9 µM]	-28%	0%	0.9	16%
CCc1cccc(C)c1NC(=O)CSc1nnc(-c2ccco2)n1N	2%	0%	0%	3%	-10%	0%	-5%	-0.5	0%
CCN1CCN(S(=O)(=O)c2cc(OCC(=O)NC3CCCCC3)c(C)cc2Cl)CC1	-1%	-22%	0%	-17%	29%	0%	-2%	-0.1	-1%

Next records follow:
SMILES	ERG-DNA inh	Pol beta inh	BLM inh	Pol kappa inh	Pol iota inh	12-LOX inh	Anesthetic bind	TRHR agonist	APE1 inh
Cc1cccc(NC(=O)C2CCN(S(=O)(=O)c3c(C)nn(C)c3C)CC2)n1	-4%	-2%	5%	-16%	7%	-2%	4%	0.1	-3%
COCCOC(=O)c1c(NC(=O)COC(=O)Cc2cccc(OC)c2)sc(C(N)=O)c1C	15%	9%	2%	19%	34%[activator]	-16%	-10%	-1.0	-8%
CSc1cccc(NC(=O)CCCOc2ccc(Cl)cc2C)c1	4%	2%	-6%	-11%	-13%	-13%	-9%	0.6	-3%
Cc1cc(NC(=O)CSc2n[nH]c(CC(C)C)n2)no1	-8%	-2%	4%	1%	-10%	422%[activator]	8%	-1.4	-6%
O=C1c2ccccc2C(O)N1Cc1ccco1 (stereo not given)	-2%	24%	2%	6%	12%	0%	2%	0.4	21%
CC(=O)c1sc2nc(-c3cccs3)cc(C(F)(F)F)c2c1N	-10%	-6%	-4%	4%	14%	?	-6%	41*	-3%
COc1ccc(N2C(=O)CSC23CCCCC3)cc1	4%	-2%	-9%	-5%	20%	-12%	-15%	-1.0	5%
Cc1ccc(CSc2ccc3nnc(-c4cccnc4)n3n2)cc1	-3%	10%	-11%	-1%	96%[activator]	-36%	-17%	-1.0	1%
O=C(CSc1nnnn1-c1ccc(Cl)cc1)N1CCc2ccccc2C1	1%	2%	-7%	-17%	47%[activator]	?	29%	0.5	-3%
Cc1ccc(C(C2=C(O)CC(C)(C)CC2=O)C2C(=O)CC(C)(C)CC2=O)o1 (stereo not given)	-6%	?	0%	-4%	?	?	?	-0.4	-5%
O=C(O)c1ccc(S(=O)(=O)c2ccc3c(c2)C(=O)N(Cc2ccco2)C3=O)cc1	0%	8%	-2%	-10%	6%	4%	-7%	-0.3	-7%
O=C(Nc1nc2c(s1)CN(Cc1ccccc1)CC2)c1cccc(S(=O)(=O)N2CCc3ccccc32)c1	2%	3%	-17%	-5%	22%	36%[activator]	116%[activator]	46*	6%
O=C(Nc1ccncc1)c1ccccc1-c1ccccc1	9%	1%	-4%	2%	92%[activator]	-8%	-6%	0.2	-4%
CS(=O)(=O)N(CC(=O)N1CCN(c2cccc(Cl)c2)CC1)c1cccc(F)c1	-15%	-4%	-4%	-4%	-5%	-12%	-13%	1.5	-4%
O=P(OC1CCCCC1)(OC1CCCCC1)C(O)c1ccc(Cl)cc1Cl (stereo not given)	0%	-1%	-8%	-15%	13%	?	-15%	-0.8	-2%
O=C1NCC(COc2ccc([N+](=O)[O-])cc2)O1 (stereo not given)	-2%	17%	-1%	-1%	4%	-6%	5%	-0.1	-8%
CCOC(=O)c1c(S(=O)(=O)NCC(=O)Nc2cccc(SC)c2)c(C)n(C)c1C	3%	-10%	1%	-5%[60.1 µM]	16%	-16%	?	-0.9	.
CCOC(=O)C1CCN(c2c(NCCCN3CCCCC3)c(=O)c2=O)CC1	9%	27%	0%	10%	48%[activator]	-12%	2%	0.3	6%
COC(=O)c1ccccc1N(C)S(C)(=O)=O	0%	31%	0%	3%	19%	0%[57.4 µM]	-1%	0.2	-2%
Cc1c(Cl)cccc1NC(=O)CCS(=O)(=O)c1cccc2nsnc12	-19%	22%	1%	-1%	51%[activator]	-20%	-10%	-0.6	.
COc1ccc(/C=C2\SC(=O)N(CCC(=O)Nc3ccc(S(=O)(=O)Nc4nccs4)cc3)C2=O)cc1	-3%	50µM*	-3%	-5%	68%[activator]	?	-8%	0.2	9%
CC1(C)C(=O)NC2=C1C(=O)C(=O)c1ccccc12	.	.	2.5µM*	-16%[12 µM]	.	?	-2%	.	?
COc1ccc(-n2cc(-c3ccc4c(c3)OCO4)n(CC(=O)Nc3cccc(C)c3)c2=O)cc1	-3%	0%	-7%	12%	-7%	?	6%	0.3	.
Cc1ccc(NC(=O)CC2S/C(=N/c3nccs3)N(C)C2=O)c(C)c1 (stereo not given)	-4%	-11%	-2%	-2%	-12%	-16%	-13%	-0.4	3%
CCN1CCN(c2ccc(Cl)cc2NC(=O)c2ccco2)CC1	5%	.	.	22%	15%	4%	.	0.6	25%
CN1CCN(C(=O)c2ccc3c(c2)N(Cc2cccc(Cl)c2)C(=O)c2ccccc2S3=O)CC1 (stereo not given)	5%	.	.	4%	0%	12%[57.4 µM]	.	.	.
O=C(NCC1CCCO1)c1cc(-c2ccco2)nc2ccccc12 (stereo not given)	-7%	45µM*	-14%	?	?	?	219%[activator]	0.2	?

2 records drawn at random from the list so far:
SMILES	ERG-DNA inh	Pol beta inh	BLM inh	Pol kappa inh	Pol iota inh	12-LOX inh	Anesthetic bind	TRHR agonist	APE1 inh
CSc1cccc(NC(=O)CCCOc2ccc(Cl)cc2C)c1	4%	2%	-6%	-11%	-13%	-13%	-9%	0.6	-3%
CCN1CCN(c2ccc(Cl)cc2NC(=O)c2ccco2)CC1	5%	.	.	22%	15%	4%	.	0.6	25%
